Screening results from PubChem.
OX1R antag = OX1R (human) antagonism; O43613; OX1R-expressing cells, FRET antagonist read-out; inhibition, % at 6.6 µM; 330,000 tested, 1.8% active; AID 485270; in the data active = inhibition mostly above about 38%, no sharp cut-off; inactive = mostly below about 40%;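 also: 0% = agonist challenge alone and 100% = reference antagonist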
Target sequence (O43613 whole entry, looked up): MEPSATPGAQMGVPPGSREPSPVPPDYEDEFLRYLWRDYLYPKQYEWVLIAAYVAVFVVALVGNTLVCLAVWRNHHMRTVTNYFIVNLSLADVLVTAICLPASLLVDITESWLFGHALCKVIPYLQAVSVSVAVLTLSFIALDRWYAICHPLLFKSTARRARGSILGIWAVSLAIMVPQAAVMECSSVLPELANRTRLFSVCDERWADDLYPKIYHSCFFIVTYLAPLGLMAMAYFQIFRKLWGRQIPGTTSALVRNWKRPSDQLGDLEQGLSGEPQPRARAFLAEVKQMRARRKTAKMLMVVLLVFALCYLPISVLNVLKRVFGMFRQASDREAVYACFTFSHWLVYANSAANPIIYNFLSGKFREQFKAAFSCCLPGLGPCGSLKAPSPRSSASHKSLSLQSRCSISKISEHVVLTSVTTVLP
STK33 inh = blocks human STK33 kinase activity; Q9BYT3; purified STK33, MBP phosphorylation, ADP-Glo luminescence; inhibition, % at 10 µM; 320,000 tested, 0.073% active; AID 2661;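 active = inhibition at or above 25%, using the most active replicate where run in duplicate; inactive = inhibition below 25%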
Target sequence (Q9BYT3 whole entry, looked up): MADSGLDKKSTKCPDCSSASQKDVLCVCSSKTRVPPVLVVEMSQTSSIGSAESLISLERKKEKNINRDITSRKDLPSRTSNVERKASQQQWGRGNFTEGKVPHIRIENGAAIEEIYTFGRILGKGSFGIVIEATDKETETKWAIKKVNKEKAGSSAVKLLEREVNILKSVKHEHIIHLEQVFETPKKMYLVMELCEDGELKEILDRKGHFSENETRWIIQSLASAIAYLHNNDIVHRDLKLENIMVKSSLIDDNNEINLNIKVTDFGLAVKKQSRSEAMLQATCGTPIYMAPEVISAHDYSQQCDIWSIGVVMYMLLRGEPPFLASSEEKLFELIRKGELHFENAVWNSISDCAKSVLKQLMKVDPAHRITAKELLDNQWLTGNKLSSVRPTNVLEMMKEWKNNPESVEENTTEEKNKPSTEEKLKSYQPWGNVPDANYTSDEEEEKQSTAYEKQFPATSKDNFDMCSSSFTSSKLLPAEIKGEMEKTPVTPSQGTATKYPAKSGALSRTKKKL
KCNQ2 inh = KCNQ2 potassium channel inhibitors, primary screen, cell-based, CHO-K1, FluxOR thallium flux, B-score (AID 2156); B-score at 10 µM; O88943; 20 min; active compounds read low; 310,000 tested, 1.1% active;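 active = fluorescence ratio B-score at most minus 3 library SDs, with starting brightness B-score within 2 library SDs, cut at about -5.5 in these data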
Numbers without * were called inactive.

Sample of the layout, six compounds:
How did CCOC(=O)N1CCC(NC(=O)c2ccccc2C(=O)O)CC1 do in these assays?
OX1R antag: 3; STK33 inh: -0.9; KCNQ2 inh: inactive

How did CC(C)COC(=O)COc1cc(Cl)c(Cl)cc1Cl do in these assays?
OX1R antag: 11; STK33 inh: 0.0

How did CN1CCN(C(=O)C2CCCN(c3ncnc4c3nc3n4CCCCC3)C2)CC1 (stereo not given) do in these assays?
OX1R antag: 11; STK33 inh: -0.3; KCNQ2 inh: inactive

How did CCc1cc(S(N)(=O)=O)cc(CC)c1NC(C)=O do in these assays?
OX1R antag: 20; STK33 inh: 0.6; KCNQ2 inh: inactive

How did CCC1CCC/C1=N\NC(=O)CCC(=O)Nc1ccccc1Cl (stereo not given) do in these assays?
OX1R antag: 14; STK33 inh: -1.4; KCNQ2 inh: inactive

How did Cc1ccc(C(=O)Nc2ccc(Oc3ccc(C(=O)O)c(C(=O)O)c3)cc2)cc1C do in these assays?
OX1R antag: 13; STK33 inh: -1.4; KCNQ2 inh: inactive

The whole of this part, from the first entry:
How did CCOC(=O)N1CCC(NC(=O)c2ccccc2C(=O)O)CC1 do in these assays?
OX1R antag: 3; STK33 inh: -0.9; KCNQ2 inh: inactive

How did CC(C)COC(=O)COc1cc(Cl)c(Cl)cc1Cl do in these assays?
OX1R antag: 11; STK33 inh: 0.0

How did CN1CCN(C(=O)C2CCCN(c3ncnc4c3nc3n4CCCCC3)C2)CC1 (stereo not given) do in these assays?
OX1R antag: 11; STK33 inh: -0.3; KCNQ2 inh: inactive

How did CCc1cc(S(N)(=O)=O)cc(CC)c1NC(C)=O do in these assays?
OX1R antag: 20; STK33 inh: 0.6; KCNQ2 inh: inactive

How did CCC1CCC/C1=N\NC(=O)CCC(=O)Nc1ccccc1Cl (stereo not given) do in these assays?
OX1R antag: 14; STK33 inh: -1.4; KCNQ2 inh: inactive

How did Cc1ccc(C(=O)Nc2ccc(Oc3ccc(C(=O)O)c(C(=O)O)c3)cc2)cc1C do in these assays?
OX1R antag: 13; STK33 inh: -1.4; KCNQ2 inh: inactive

Results for COc1cccc(CN2CCC(CO)(CC3CCCCO3)CC2)c1 (stereo not given) ?
OX1R antag: 21; STK33 inh: -1.1; KCNQ2 inh: inactive

What do the screens show for `CCNC(=O)c1cc2c(=O)n3cccc(C)c3nc2n(CCc2ccccc2)c1=N`?
OX1R antag: 70; STK33 inh: 0.5; KCNQ2 inh: inactive

Results for CC(C)(C)c1ccc(C(=O)NN=C2CCCC2)cc1 ?
OX1R antag: 0; STK33 inh: -0.4; KCNQ2 inh: inactive

Results for C[C@H](NC(=O)OCc1ccccc1)c1nnc([C@H](C)NC(=O)OCc2ccccc2)o1 ?
OX1R antag: 22; STK33 inh: 0.7; KCNQ2 inh: inactive

Results for O=C(O)Cc1sc(Nc2cccc3ccccc23)nc1-c1ccccc1 ?
OX1R antag: 3; STK33 inh: -0.5

How did Cc1cccc(/C(N)=N/OC(=O)c2cccs2)c1 do in these assays?
OX1R antag: 19; STK33 inh: 8.7; KCNQ2 inh: inactive

What do the screens show for `CCOc1ncccc1C(=O)OCCN1C(=O)c2ccccc2C1=O`?
OX1R antag: 31; STK33 inh: -3.1; KCNQ2 inh: inactive

What do the screens show for `CC(C)(C)C1CCC(C(=O)OCC(=O)c2ccc[nH]2)CC1` (stereo not given)?
OX1R antag: 10; STK33 inh: -0.7; KCNQ2 inh: inactive

Results for Cc1ccc2c(c1)nc(-n1nc(C)cc1C)c1nnnn12 ?
OX1R antag: 15; STK33 inh: -1.4; KCNQ2 inh: inactive

Results for Cc1ccc(CNC(=O)C(NS(=O)(=O)c2cccc3nsnc23)c2ccccc2)cc1 (stereo not given) ?
OX1R antag: 34; STK33 inh: -0.7; KCNQ2 inh: inactive

How did CCCNC(=O)C1CC(=O)N(c2ccc(OCc3ccc(F)cc3)cc2)C1 (stereo not given) do in these assays?
OX1R antag: 7; STK33 inh: 0.1; KCNQ2 inh: inactive

Results for CCSc1nnc(NC(=O)[C@H](C)NC(=O)c2ccccc2Cl)s1 ?
OX1R antag: 7; STK33 inh: -1.4; KCNQ2 inh: inactive

How did CC(=O)Nc1ccc(N/C=C(\C#N)S(=O)(=O)c2ccc(Cl)cc2)cc1 do in these assays?
OX1R antag: 1; STK33 inh: -1.0; KCNQ2 inh: inactive

What do the screens show for `S=c1[nH]nc(-c2ccco2)n1-c1ccccc1Cl`?
OX1R antag: 32; STK33 inh: 0.6; KCNQ2 inh: inactive

What do the screens show for `Cc1ccccc1N(CC(=O)NC1CCCCC1)C(=O)CNC(=O)c1cccs1`?
OX1R antag: 16; STK33 inh: -1.3; KCNQ2 inh: inactive

Results for COC(=O)c1ccc(OC)c(CSc2nnc(COc3ccccc3)o2)c1 ?
OX1R antag: 17; STK33 inh: -1.0; KCNQ2 inh: inactive

How did COC(=O)c1ccc(NC(=O)N(c2ccccc2)c2ccccc2)cc1 do in these assays?
OX1R antag: 4; STK33 inh: -1.1; KCNQ2 inh: inactive

What do the screens show for `O=C(Nc1ccc(S(=O)(=O)Nc2nccs2)cc1)C(F)(F)F`?
OX1R antag: 3; STK33 inh: -1.0; KCNQ2 inh: inactive

What do the screens show for `Cc1ccc(NC(=O)Cn2nnc3ccccc3c2=O)cc1C`?
OX1R antag: 20; STK33 inh: 0.1; KCNQ2 inh: inactive

Results for CC(=O)N1CCCN(Cc2cn(-c3ccc(C)cc3)nc2-c2cccc(C)c2)CC1 ?
OX1R antag: 12; STK33 inh: 0.7; KCNQ2 inh: inactive

What do the screens show for `COc1ccsc1C(=O)Nc1ccc(F)cc1F`?
OX1R antag: 18; STK33 inh: 1.3; KCNQ2 inh: inactive

What do the screens show for `Cc1nc2sccn2c(=O)c1S(=O)(=O)Nc1ccc(N2CCN(C)CC2)cc1`?
OX1R antag: 0; STK33 inh: 1.4; KCNQ2 inh: inactive

How did O=C(CC1C(=O)NCCN1Cc1cccc(F)c1)NCCCOc1cccnc1 (stereo not given) do in these assays?
OX1R antag: 12; STK33 inh: 1.0; KCNQ2 inh: inactive

How did CCOC(=O)C(CC(=O)Nc1nc(C(C)=O)c(C)s1)C(C)c1ccccc1 (stereo not given) do in these assays?
OX1R antag: 0; STK33 inh: -1.0; KCNQ2 inh: inactive

Results for O=C(O)[C@H]1CCCC[C@H]1C(=O)Nc1ccc(Nc2ccccc2)cc1 ?
OX1R antag: 15; STK33 inh: 0.1; KCNQ2 inh: inactive

Results for COc1ccc(Cn2c(O)c(/C=C3/C=CC=N3)c(=O)[nH]c2=O)cc1 ?
OX1R antag: 11; STK33 inh: -0.9; KCNQ2 inh: inactive

What do the screens show for `COc1ccc(Cc2noc(-c3ccc(OC)c(OC)c3)n2)cc1OC`?
OX1R antag: 7; STK33 inh: -2.1; KCNQ2 inh: inactive

How did O=C(NCC(=O)N1CCCC(C(F)(F)F)C1)c1ccco1 (stereo not given) do in these assays?
OX1R antag: 7; STK33 inh: -3.1

Results for Cc1cccc(-n2ccc(=O)c(C(=O)O)n2)c1 ?
OX1R antag: 6; STK33 inh: -0.2; KCNQ2 inh: inactive

How did O=C(O)c1ccccc1SCc1csc(-c2ccccc2)n1 do in these assays?
OX1R antag: 19; STK33 inh: 0.6; KCNQ2 inh: inactive

Brought forward from above: four compounds, followed by the next part.
What do the screens show for `COc1ccc(Cc2noc(-c3ccc(OC)c(OC)c3)n2)cc1OC`?
OX1R antag: 7; STK33 inh: -2.1; KCNQ2 inh: inactive

How did O=C(NCC(=O)N1CCCC(C(F)(F)F)C1)c1ccco1 (stereo not given) do in these assays?
OX1R antag: 7; STK33 inh: -3.1

Results for Cc1cccc(-n2ccc(=O)c(C(=O)O)n2)c1 ?
OX1R antag: 6; STK33 inh: -0.2; KCNQ2 inh: inactive

How did O=C(O)c1ccccc1SCc1csc(-c2ccccc2)n1 do in these assays?
OX1R antag: 19; STK33 inh: 0.6; KCNQ2 inh: inactive

How did CCCCOc1ccc(OC(=O)c2cccnc2)cc1 do in these assays?
OX1R antag: 4; KCNQ2 inh: inactive

What do the screens show for `O=C(NCc1ccc(F)cc1)C(Cc1ccccc1)NS(=O)(=O)c1cccs1` (stereo not given)?
OX1R antag: 6; STK33 inh: 3.3; KCNQ2 inh: inactive

What do the screens show for `Cc1c(N/C(=N/S(=O)(=O)c2ccc(Cl)cc2)c2ccccc2)c(=O)n(-c2ccccc2)n1C`?
OX1R antag: 5; STK33 inh: -0.1; KCNQ2 inh: inactive

Results for CCN(Cc1nc2ccccc2n1C)c1ccccc1 ?
OX1R antag: 38; STK33 inh: -0.5; KCNQ2 inh: inactive

Results for COc1cccc2c(=O)n(CC(=O)Nc3cccc(F)c3)ccc12 ?
OX1R antag: 11; STK33 inh: 0.4; KCNQ2 inh: inactive

What do the screens show for `CCC(C)C(NC=C1C(=O)OC(C)(C)OC1=O)C(=O)O` (stereo not given)?
OX1R antag: 6; STK33 inh: 0.3; KCNQ2 inh: inactive

What do the screens show for `CCC1CN(C(=O)N2CCC(C(=O)NCc3ccco3)CC2)c2cc(C)ccc2O1` (stereo not given)?
OX1R antag: 24; STK33 inh: -0.8; KCNQ2 inh: inactive

What do the screens show for `Cc1ccc(C)c(N2N=C(C(=O)OCc3nnc(-c4ccccc4)o3)CCC2=O)c1`?
OX1R antag: 7; STK33 inh: -0.4; KCNQ2 inh: inactive

How did Cc1cc(C)c(OCCCCN(C)C)c(Br)c1 do in these assays?
OX1R antag: 11; STK33 inh: -0.4; KCNQ2 inh: inactive

Results for O=C(NC(Cc1ccccc1)c1nc2ccccc2[nH]1)c1ccc(Cl)c([N+](=O)[O-])c1 (stereo not given) ?
OX1R antag: 19; STK33 inh: 2.1; KCNQ2 inh: inactive

What do the screens show for `CCCn1c(SCC(=O)NCC(=O)Nc2ccc(F)c(F)c2F)nc2ccccc2c1=O`?
OX1R antag: 12; STK33 inh: 0.8

Results for Cc1cc2c(c(SCC#N)n1)C(=O)OC2 ?
OX1R antag: 0; STK33 inh: -1.8; KCNQ2 inh: inactive

How did CC(Cc1cccs1)NC(=O)Nc1ccc(F)cc1 (stereo not given) do in these assays?
OX1R antag: 24; STK33 inh: 0.7; KCNQ2 inh: inactive

Results for Nc1cc(S(=O)(=O)N2CCCCC2)ccc1N1CCOCC1 ?
OX1R antag: -2; STK33 inh: -1.7; KCNQ2 inh: inactive

What do the screens show for `COc1ccccc1-n1cnnc1SCC(=O)NC1CCCCC1`?
OX1R antag: 3; STK33 inh: -1.2

Results for Cn1cnnc1SCC(=O)c1ccc(O)c(O)c1 ?
OX1R antag: 9; STK33 inh: -1.1; KCNQ2 inh: inactive

What do the screens show for `COc1ccc(CN2CCC(Oc3ccc(C(=O)NCc4ccccn4)cc3)CC2)c(F)c1`?
OX1R antag: 21; STK33 inh: 0.8; KCNQ2 inh: inactive

What do the screens show for `Cc1cccc(NC(=O)N2C3CCCC2CC(NC(=O)C(C)(C)C)C3)c1` (stereo not given)?
OX1R antag: 12; STK33 inh: -1.5; KCNQ2 inh: inactive

How did CCOC(=O)c1c(NC(=O)COC(=O)c2ccc(O)cc2)sc(C(=O)N(C)C)c1C do in these assays?
OX1R antag: 14; STK33 inh: -5.3; KCNQ2 inh: inactive

Results for CCn1c(SCC(=O)NC2CC2)nnc1-c1ccncc1 ?
OX1R antag: 25; STK33 inh: -2.2; KCNQ2 inh: inactive

Results for Cc1c(C(=O)OCC(=O)NCC2CCCO2)oc2ccccc12 (stereo not given) ?
OX1R antag: 5; STK33 inh: -0.9

Results for CCOP(=O)(OCC)C(NC(=O)Nc1ccc(Cl)cc1)C(=O)N(CC)CC (stereo not given) ?
OX1R antag: 13; STK33 inh: -0.5; KCNQ2 inh: inactive

What do the screens show for `Cc1ccc(C)c(CN2C(=O)CSc3ccc(C(=O)NCCN4CCOCC4)cc32)c1`?
OX1R antag: 14; STK33 inh: 0.0; KCNQ2 inh: inactive

What do the screens show for `O=C(Nc1ccc(NC(=O)c2ccccc2F)cc1)c1ccccc1F`?
STK33 inh: -0.7; KCNQ2 inh: inactive

What do the screens show for `CC12CCC(=O)N1C(C(=O)NNC(=O)c1ccc(F)cc1)CS2` (stereo not given)?
OX1R antag: 13; STK33 inh: 0.5; KCNQ2 inh: inactive

Results for Cc1ccc(/C=C/C(=O)Nc2ccc(S(=O)(=O)Nc3cc(C)nc(C)n3)cc2)cc1 ?
OX1R antag: 16; STK33 inh: 3.6; KCNQ2 inh: inactive

How did O=C(O)c1cc(S(=O)(=O)NCCCN2CCCC2=O)ccc1Cl do in these assays?
OX1R antag: 2; STK33 inh: -1.2

Results for COc1cc(C=O)ccc1Oc1cnccn1 ?
OX1R antag: 16; STK33 inh: -0.3; KCNQ2 inh: inactive

What do the screens show for `Cc1ccc(C)c(NS(=O)(=O)c2cc(C(=O)N3CCc4ccccc4C3)ccc2Cl)c1`?
OX1R antag: 33; STK33 inh: -0.8; KCNQ2 inh: inactive

Results for COc1ccc(C(C)=O)cc1COC(=O)c1cnc(Cl)c(Cl)c1 ?
OX1R antag: 18; STK33 inh: -1.1; KCNQ2 inh: inactive

What do the screens show for `O[C@@H]1CN(C2CCCCC2)CC[C@H]1N1CCN(CCc2ccccc2)CC1`?
OX1R antag: -1; STK33 inh: -1.4; KCNQ2 inh: inactive

How did Cc1ccc(C)c(S(=O)(=O)N2CCN(C(=O)CCNS(=O)(=O)c3ccccc3)CC2)c1 do in these assays?
OX1R antag: 8; STK33 inh: -2.2; KCNQ2 inh: inactive

How did Clc1cccc(N=NN2CCOCC2)c1Cl do in these assays?
OX1R antag: 3; STK33 inh: -2.1; KCNQ2 inh: inactive

What do the screens show for `Cc1ccc(Nc2nnc(SCn3nnc4ccccc4c3=O)s2)cc1`?
OX1R antag: 25; STK33 inh: 1.6; KCNQ2 inh: inactive

Results for Cc1ccccc1CSc1nnc2ccc(-c3ccncc3)nn12 ?
OX1R antag: 22; STK33 inh: -0.2; KCNQ2 inh: inactive

Outcome played no part in choosing rows; any-hit rate near 2.7%.
